GLP-1R agonist: qHTS of GLP-1 Receptor Agonists; Potency, µM (top dose mostly 45.6 µM), for the others: at the top dose activation, most hits filed as activators; 0.007% of 380,000 active; HEK293 GLP-1R CRE-luciferase, luminescence, 4-6 h; cells express a hypersensitive GLP-1R form; Glucagon-like peptide 1 receptor (Homo sapiens), P43220; note: potency is the fitted concentration of half-maximal effect; % of control where 0% means no effect
WRN helicase inh: qHTS for Inhibitors of WRN Helicase. AID 651768, 2012. WRN helicase unwinding, fluorescent forked duplex, kinetic. 0.46% of 360,000 active. Bifunctional 3'-5' exonuclease/ATP-dependent helicase WRN (Homo sapiens), Q14191. Potency, µM (series often up to 114 µM), inactives show at the top dose activity change, negative = inhibition, most hits filed as inhibitors; note: potency is the fitted concentration of half-maximal effect; % is set by controls: 0 for no effect and ±100 for the full control effect; nearly all actives have a fitted effect of over 55% in size
Target sequence (Q14191 whole entry, looked up): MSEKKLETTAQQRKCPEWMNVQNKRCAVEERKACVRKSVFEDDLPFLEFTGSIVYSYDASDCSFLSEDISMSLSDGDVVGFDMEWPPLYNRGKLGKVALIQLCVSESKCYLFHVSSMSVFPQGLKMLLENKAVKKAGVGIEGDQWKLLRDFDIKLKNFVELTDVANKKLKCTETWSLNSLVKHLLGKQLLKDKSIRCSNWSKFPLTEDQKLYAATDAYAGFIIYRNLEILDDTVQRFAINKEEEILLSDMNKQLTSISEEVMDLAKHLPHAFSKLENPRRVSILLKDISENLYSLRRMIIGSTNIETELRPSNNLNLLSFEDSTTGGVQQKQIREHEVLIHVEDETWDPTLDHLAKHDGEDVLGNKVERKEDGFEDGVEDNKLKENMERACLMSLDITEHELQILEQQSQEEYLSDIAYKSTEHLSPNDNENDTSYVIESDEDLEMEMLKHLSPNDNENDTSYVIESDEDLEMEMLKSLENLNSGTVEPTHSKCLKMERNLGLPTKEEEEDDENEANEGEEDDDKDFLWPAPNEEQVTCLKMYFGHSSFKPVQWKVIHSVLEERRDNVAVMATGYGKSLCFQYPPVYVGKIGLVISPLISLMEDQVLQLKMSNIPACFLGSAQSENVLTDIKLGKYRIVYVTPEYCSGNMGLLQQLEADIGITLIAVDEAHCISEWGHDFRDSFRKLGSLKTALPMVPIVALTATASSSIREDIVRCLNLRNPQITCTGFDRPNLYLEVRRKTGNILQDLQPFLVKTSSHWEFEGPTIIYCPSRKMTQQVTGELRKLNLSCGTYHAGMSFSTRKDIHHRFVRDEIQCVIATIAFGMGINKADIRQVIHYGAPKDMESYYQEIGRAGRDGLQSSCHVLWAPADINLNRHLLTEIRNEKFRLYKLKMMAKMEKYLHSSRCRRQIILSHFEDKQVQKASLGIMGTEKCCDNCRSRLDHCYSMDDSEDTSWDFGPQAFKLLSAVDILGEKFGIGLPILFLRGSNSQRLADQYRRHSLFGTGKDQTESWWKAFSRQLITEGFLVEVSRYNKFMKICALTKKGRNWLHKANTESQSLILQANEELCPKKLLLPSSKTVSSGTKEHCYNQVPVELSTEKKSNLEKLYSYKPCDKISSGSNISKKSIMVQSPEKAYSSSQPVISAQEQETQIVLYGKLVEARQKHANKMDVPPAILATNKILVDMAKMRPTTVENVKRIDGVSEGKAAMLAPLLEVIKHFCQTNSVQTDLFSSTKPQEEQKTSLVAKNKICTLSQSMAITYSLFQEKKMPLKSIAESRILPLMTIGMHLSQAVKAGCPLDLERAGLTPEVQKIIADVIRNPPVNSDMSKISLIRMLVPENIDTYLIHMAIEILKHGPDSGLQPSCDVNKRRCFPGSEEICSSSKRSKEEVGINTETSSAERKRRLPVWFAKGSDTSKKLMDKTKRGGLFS
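Fluorescence dequenching readout, ex 525 nm/em 598 nm, kinetic mode: forked duplex DNA (100 nM final) with adjacent fluorophore and quencher unwound by WRN (20 nM final) with 2 mM ATP. Compound preincubation 15 min, room temperature.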
D3 ag: qHTS of D3 Dopamine Receptor Agonist: qHTS; D3R DiscoveRx beta-arrestin cells, luminescence, 90 min; max activation, %; 0.58% of 410,000 active; AID 652048, 2013; in the data active = max activation above about 30%; note: 0% is about no effect; mostly tested at two doses, the higher about 12 µM
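Agonist-mode cell screen: cells plated at 1500/well and incubated overnight at 37 °C, then exposed to library compounds for 90 min at 37 °C. Detection reagent was added for 30–60 min at room temperature, and luminescence was read.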
IL2 activator: qHTS of IL-2 Activators. 0.065% of 360,000 active. activation, % (series mostly up to about 46 µM). IL-2 activation reporter assay, cell-based qHTS; stimulated with anti-CD3/CD4/CD28 beads; in transgenic mouse T cells. AID 652025, 2013; in the data active = activation above about 50%; inconclusive = mostly about 30% to 49%; note: 0% is about no effect
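Readout is EGFP and DsRed signal by fluorescent plate cytometry after 18 h at 37 degrees C. Transgenic mouse T cells (750/well) received compound for 60 min before bead stimulation (anti-CD3, anti-CD4, anti-CD28); memory T cells served as non-tolerant control.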
D3 antag: qHTS of D3 Dopamine Receptor Antagonist: qHTS | D3R cells, DiscoveRx beta-arrestin luminescence, antagonist mode; stronger effect = lower value | 2.5% of 360,000 active | max response, negative = inhibition, % | AID 652054, 2013; in the data active = max response below about -50%; inconclusive = no clear call, values can overlap the other calls; note: % is set by controls: 0 for no effect and ±100 for the full control effect; mostly tested at two doses, the higher about 12 µM
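Cells expressing the human receptor were seeded at 1500 cells/well, incubated overnight at 37 degrees C in 5% CO2, then exposed to library compounds with dopamine controls for 90 minutes at 37 degrees C before luminescent detection.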
PI5P4Ka inh: qHTS for Inhibitors of phosphatidylinositol 5-phosphate 4-kinase (PI5P4K). Phosphatidylinositol 5-phosphate 4-kinase type-2 alpha (Homo sapiens), P48426. PI5P4Kalpha enzyme, ADP-Glo luminescence, 60 min; stronger effect = lower value. max response, %. 1.2% of 330,000 active. AID 652105, 2013; active = max response of -50% or lower; inconclusive = between -30% and -50%; inactive = -30% or higher; note: value at the top dose of about 77 µM; % is set by controls: 0 for no effect and ±100 for the full control effect
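Human PI5P4Kalpha with substrate in 0.038 M HEPES pH 7.4, 0.28 mM EGTA, 0.1% CHAPS, 5% DMSO; reaction started with 5 microM ATP (final), 60 min at room temperature. ADP formed read by ADP-Glo luminescence.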
GLP1R cytotox: qHTS of GLP-1 Receptor Inverse Agonists: Cytotox Screen; HEK293 cAMP-luciferase reporter cells, luminescence, 24 h; Potency, µM (titrated, usually from 38.3 µM), inactives show at the highest dose activity change, negative = inhibition, usual class: inhibitors; 0.13% of 410,000 active;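 note: loss of luciferase light is scored as toxicity; potency is the fitted concentration of half-maximal effect; % is set by controls: 0 for no effect and ±100 for the full control effect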
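Step one: seed cells (200 cells/uL, DMEM with 10% Nu serum, 1% pen-strep). Step two: 12-hour incubation at 37 deg C. Step three: pin 23 nL compound, incubate 24 hr. Step four: add luciferase reagent, read luminescence 12 min later.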
PLK1 PBD inh: qHTS for Inhibitors of PLK1-PDB (polo-like kinase 1 - polo-box domain): Primary Screen; Serine/threonine-protein kinase PLK1 (Homo sapiens), P53350; Plk1 PBD binding of FITC phosphopeptide, fluorescence polarization; Potency, µM, inactives show max response, negative = inhibition, usual class: inhibitors; 2.8% of 360,000 active; AID 720504, 2013; note: potency is the fitted concentration of half-maximal effect; series mostly up to about 57 µM; % is set by controls: 0 for no effect and ±100 for the full control effect; nearly all actives have a fitted effect of over 65% in size
GLP1R inv ag: qHTS of GLP-1 Receptor Inverse Agonists (Inhibition Mode); Glucagon-like peptide 1 receptor (Homo sapiens), P43220; HEK293 GLP-1R CRE-luciferase, luminescence, 24 h; GLP-1R form is constitutively active; Potency, µM (series often up to 38.3 µM), without a hit: at the highest dose activity change, negative = inhibition, most hits filed as inhibitors; 1.6% of 410,000 active; AID 624417, 2012; note: potency is the fitted concentration of half-maximal effect; % is set by controls: 0 for no effect and ±100 for the full control effect; nearly all actives have a fitted effect of over 55% in size
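Inverse agonism was detected as reduced cAMP-driven luciferase luminescence after 24 h compound treatment. The cells were HEK293 clones expressing constitutively active human GLP-1R with the reporter. Reporter-only and GPR119 cell lines served as counterscreen controls.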
Numbers without * were called inactive; ? = inconclusive; nt = no result given; [ ] = remark or other dose. Unless noted, calls come from the whole dose curve; as a rule, active = well fitted curve in the direction sought with a large enough effect; inconclusive = small, poorly fitted or top-dose-only effect, or another doubt; inactive = no such curve, though single readings can be large; an effect the other way counts as inactive or inconclusive.

SMILES	GLP-1R agonist	WRN helicase inh	D3 ag	IL2 activator	D3 antag	PI5P4Ka inh	GLP1R cytotox	PLK1 PBD inh	GLP1R inv ag
COc1ccc(CNC(=O)c2sccc2C)cc1	8%	8%	2	0.9	2	0	10%	1%	-26%
CC(C)(C)NC(=O)C1CC(=O)OC1(C)C (stereo unspecified)	4%	5%	2	-0.6	-8	nt	-2%	0%	19%
Cc1ccc(C(=O)C2CCN(CC(=O)NC3CCCC3)CC2)cc1	11%	4%	-19	-0.1	-15	-4	-19%	-3%	?
COc1ccc(C2C(C(=O)c3ccco3)=C(O)C(=O)N2CCOCCO)cc1OC (stereo unspecified)	23%	-8%	-6	-1.3	3	nt	5%	-2%	36%
S=c1[nH]nc(C23CC4CC(CC(C4)C2)C3)n1Cc1ccco1	-8%	2%	-1	0.3	-15	5	-29%	-7%	7.9µM*
CC(=O)c1cccc(Nc2cc(C)nc3c(C)cccc23)c1	6%	-3%	-14	-5.8	-26	-4	?	-11%	12%
CCC(=O)Nc1sc2c(c1C(N)=O)CCC2	-5%	-10%	-10	2.2	-4	nt	-16%	-10%	3%
Cc1nnc(SCC(=O)N2c3ccccc3CC2C)s1 (stereo unspecified)	4%	8%	-2	-0.1	33	14	-5%	-4%	7%
O=C(Nc1ccc(Cl)c(Cl)c1)N1CCSC1c1ccco1 (stereo unspecified)	-1%	-23%	2	1.3	-4	13	-18%	-4%	?
COCc1c(C(=O)Nc2ccc(Cl)cc2F)oc2ccccc12	1%	-7%	9	-0.2	18	11	1%	-8%	2%
O=C(O)CCNS(=O)(=O)c1ccc(Oc2ccccc2)cc1	-7%	4%	-5	-2.0	14	nt	5%	-9%	0%
Cc1nnc(-c2ccc(Oc3ccc(C)c(C)c3)c([N+](=O)[O-])c2)o1	1%	7%	12	-0.4	56	-3	-17%	-4%	9%
C[C@H]1CN([C@@H](C)CO)S(=O)(=O)c2ccc(-c3ccncc3)cc2O[C@H]1CN(C)C(=O)c1cccc(F)c1	-2%	5%	4	-0.4	0	-3	-8%	7%	26%
CC(=O)Nc1cccc(-c2cc(NC(C)=O)c3ncc(-c4cccc(C(F)(F)F)c4)n3c2)c1	7%	-7%	-4	-0.2	-14	-20	?	-22%	?
Cc1ccc(C(=O)Nc2ccc3c(c2)OCCO3)c(Cl)c1	-5%	-2%	-2	1.8	0	-7	-2%	-15%	?
COC(=O)C(O)(CC(=O)Nc1ccccc1OC)C(F)(F)F (stereo unspecified)	-6%	3%	-2	1.1	-27	-4	-19%	-9%	8%
CN1C=CC=C/C1=C1\SC(=S)N(CC(=O)O)C1=O	-1%	-1%	-11	0.5	3	-2	-1%	-7%	2%
COCCCNC(=O)C[C@H]1C[C@H](C(=O)N(C(C)C)C(C)C)[C@@]2(C)c3[nH]c4ccc(Cl)cc4c3CCN2C1=O	4%	4%	-17	-0.7	?	3	1%	-7%	-3%
CCOCCCNC(=O)CN1C(=O)/C(=C/c2ccccc2)Sc2ccccc21	0%	3%	3	0.0	18	10	-17%	-4%	-27%
CCOc1ccccc1CN1CCN(C2CCSCC2)CC1CCO (stereo unspecified)	10%	2%	-3	0.1	-14	1	-3%	-13%	26%
CCn1c(-c2csc(C(C)C)c2)n[nH]c1=S	0%	-35%	1	-0.1	-13	-19	?	-17%	?
Cc1cccc(C(=O)n2c(=S)nc3cc(C)ccn32)c1	4%	-3%	-1	-0.4	9	9	?	21µM*	?
O=C1CC(Cc2ccc(Cl)cc2)C(=O)N1c1cc(Cl)ccn1 (stereo unspecified)	-2%	-7%	0	-2.9	25	3	0%	5%	7%
O=C(COc1nncc2ccccc12)NCC(F)(F)F	-2%	0%	1	1.3	17	1	-19%	12%	21%
COC(=O)C(=C/C=C/c1cccnc1)C(=O)OC	2%	7%	4	-0.9	-1	-6	1%	-14%	11%
CCOC(=O)C1(C)CCN1C(=O)c1ccc(F)c(Cl)c1 (stereo unspecified)	0%	1%[57.1 µM]	1	-0.8	12	-1	1%	-2%	8%
COc1ccc(-c2nc(S(=O)(=O)c3ccccc3)c(N3CCOCC3)o2)cc1	1%	-8%	25	1.3	5	?	18%	-8%	-11%
CCC(=O)NCCc1c[nH]c2ccccc12	-4%	-3%	6	-1.3	23	0	0%	-11%	4%
COC(=O)c1ccccc1NC(=O)N1CCN(c2ccc(OC)cc2)CC1	8%	1%	7	1.1	5	2	19%	-6%	36%[activator]
C=CC[C@@H](CC(=O)N[C@@H](CO)Cc1ccccc1)C(=O)NC[C@@H](OC(=O)[C@@H](CC=C)CC(=O)OC(C)(C)C)c1ccccc1	-1%	4%	2	0.1	0	2	1%	2%	10%

Given field by field: part of the list above.
CCC(=O)NCCc1c[nH]c2ccccc12
- GLP-1R agonist: -4%
- WRN helicase inh: -3%
- D3 ag: 6
- IL2 activator: -1.3
- D3 antag: 23
- PI5P4Ka inh: 0
- GLP1R cytotox: 0%
- PLK1 PBD inh: -11%
- GLP1R inv ag: 4%

COC(=O)C(O)(CC(=O)Nc1ccccc1OC)C(F)(F)F (stereo unspecified)
- GLP-1R agonist: -6%
- WRN helicase inh: 3%
- D3 ag: -2
- IL2 activator: 1.1
- D3 antag: -27
- PI5P4Ka inh: -4
- GLP1R cytotox: -19%
- PLK1 PBD inh: -9%
- GLP1R inv ag: 8%

The listing continues:
SMILES	GLP-1R agonist	WRN helicase inh	D3 ag	IL2 activator	D3 antag	PI5P4Ka inh	GLP1R cytotox	PLK1 PBD inh	GLP1R inv ag
O=C(c1ccc(Oc2ccc(C(F)(F)F)cc2[N+](=O)[O-])cc1)N1CCOCC1	9%	-3%	-6	0.7	-11	1	-5%	-2%	0%
Cc1nnc(NS(=O)(=O)c2ccc(F)cc2)s1	-2%	6%[57.1 µM]	11	-0.1	24	-6	-3%	-25%	11%
Cc1ccc(S(=O)(=O)N2CCC(=O)N(CCOC(=O)Nc3cc(C)cc(C)c3)CC2)cc1	-1%	4%	17	1.2	-5	7	0%	-6%	?
O=C(OCc1ccccc1)N1CCC2CC1c1cc(NCCc3ccccc3)ccc12 (stereo unspecified)	-4%	-9%	-15	-0.5	23	14	22%	2%	11µM*
O=C(Cc1ccc(Cl)cc1Cl)Nc1ccncc1Cl	0%	1%	3	0.3	9	32	17%	-5%	?
COc1ccc(C)cc1S(=O)(=O)n1nc(C)cc1C	6%	-10%	0	0.4	15	-7	5%	-17%	-10%
O=C(Nc1ccc2ncccc2c1)c1cccc(Br)c1	1%	2%	-3	0.5	6	5	1%	0%	15%
O=[N+]([O-])c1cccc(-c2csc(N/N=C/c3cccc(O)c3)n2)c1	5%	-7%[11.6 µM]	11	3.2	-4	?	?	-26%	?
CC1CC(C)CN(C(=S)Nc2ccc3nc4n(c(=O)c3c2)CCCCC4)C1 (stereo unspecified)	3%	-4%	5	1.2	5	-1	-12%	-3%	?
C/C(=N\Nc1ccc(Cl)c(C(=O)O)c1)c1cccc([N+](=O)[O-])c1	-7%	-7%	0	-0.2	-20	-20	6%	-11%	28%
Cc1ccccc1/C=N/n1c(-c2cc(-c3ccccc3)n[nH]2)n[nH]c1=S	6%	-25%	13	-0.4	?	-22	0%	-25%	115%[activator]
Cc1cc(N/N=C/c2ccc(O)cc2O)nc(-c2ccccc2O)n1	-19%	-18%	16	1.0	54	1	?	5%	?
O=C(Cn1cc(S(=O)(=O)c2ccccc2)c(=O)c2cc3c(cc21)OCO3)Nc1ccccc1	1%	nt	-4	nt	nt	nt	1%	nt	3%
CCOC(=O)c1c(-c2ccc(F)cc2)csc1NC(=O)C1CCCO1 (stereo unspecified)	28%	-12%	2	-0.7	22	?	-1%	27µM*	?
Cc1nc2scc(C)n2c(=O)c1S(=O)(=O)N1CCN(c2ccccc2F)CC1	-3%	-2%	4	2.1	21	0	17%	-5%	13%
CCOC(=O)c1c(NC(=O)c2noc(C)c2[N+](=O)[O-])sc(C(C)=O)c1C	6%	-12%	-11	-2.7	-18	?	-6%	24µM*	61%[activator]
CCn1c(COc2ccc(C)cc2)nnc1SCC(=O)NCc1ccco1	4%	-1%	5	-1.9	35	-1	0%	-5%	?
Cc1ccc(C(c2nnnn2C2CCCC2)N2CCN(c3nc4ccccc4s3)CC2)cc1 (stereo unspecified)	4%	3%	1	0.9	7	3	-7%	-4%	?
CC(C)(C)NC(=O)C(c1ccncc1)N(C(=O)c1csnn1)c1ccccc1 (stereo unspecified)	-6%	-19%	-15	-1.5	-26	nt	6%	-9%	-1%
O=C(O)CC(CC(=O)Nc1ccccc1C(=O)O)c1ccccc1 (stereo unspecified)	5%	-2%	4	-2.8	2	1	2%	0%	-9%
Fc1ccccc1Nc1nc(-c2ccncc2)nc2ccccc12	19%	-20%[57.1 µM]	2	-3.0	6	0	9%	1%	?
O=C(C(=O)N1CCN(C(=O)c2ccco2)CC1)c1c[nH]c2ccccc12	-1%	12%	-4	-1.0	0	-8	-7%	3%	-9%
CC1(C(=O)NS(=O)(=O)c2cccc(C#N)c2)CCN1C(=O)CC1CC1 (stereo unspecified)	1%	4%[57.1 µM]	-3	0.7	0	4	3%	-10%	10%
COc1ccc(-c2cc(C(=O)N3CCCCC3)no2)cc1OC	13%	7%	12	5.3	3	nt	6%	-5%	0%
CCc1ccccc1NC(=O)CC1S/C(=N\c2nccs2)N(CC)C1=O (stereo unspecified)	8%	3%	-13	-3.7	-13	nt	-7%	0%	?
COc1ccc(CN=Cc2c(C(F)(F)F)[nH][nH]c2=O)cc1	-2%	14%	0	-3.8	-7	-3	-15%	27µM*	-2%

Screening results deposited in PubChem by National Center for Advancing Translational Sciences (NCATS).
